GSTO1 inh: GSTO1 inhibition, counter-screen for RBBP9 inhibitors; P78417; recombinant GSTO1, activity-based probe fluorescence polarization; inhibition, % at 5.96 µM; 300,000 compounds, 1.1% hits; AID 1974;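 active means inhibition above the campaign mean inhibition plus 3 SD, cut at about 35% in these data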;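 further: 0% = GSTO1-1 with DMSO and 100% = wells lacking GSTO1-1 enzyme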
PREPL inh: inhibits the human prolyl oligopeptidase-like enzyme; AID 2751; recombinant PREPL, fluorescence polarization activity-based probe; 320,000 compounds, 0.68% hits; Q4J6C6; inhibition, % at 5.96 µM; in the data active means inhibition above about 43%;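 further: 0% = enzyme with DMSO and 100% = wells lacking enzyme; many of its hits are not listed in these tables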
EBNA-1 inhibitor: blocks EBNA-1 binding to DNA | 300,000 compounds, 0.34% hits | inhibition, % at 14.8 µM | EBNA-1 DNA binding, fluorescence polarization | AID 1950; in the data active means inhibition above about 28%
PAFAH2 inh: PAFAH2 (human) inhibition; recombinant PAFAH2, FP-rhodamine activity probe, fluorescence polarization; inhibition, % at 3.39 µM; 340,000 compounds, 0.99% hits; AID 492956;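 active means inhibition above the mean over all tested compounds plus 3 SD, cut at about 30% in these data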;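 further: inhibitors block probe labeling of enzyme so polarization drops; 0% = enzyme with DMSO and 100% = wells lacking PAFAH2 protein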
ZTA DNA inh: blocks Epstein-Barr virus ZTA, an EBNA-1 counter-screen; P03206; ZTA-DNA binding, fluorescence polarization; inhibition, % at 11 µM; 320,000 compounds, 0.15% hits; AID 2234; in the data active means inhibition above about 33%
PAFAH1B3 FP inh: PAFAH1B3 (human) inhibition; inhibition, % at 3.39 µM; recombinant PAFAH1B3, FP-rhodamine probe, fluorescence polarization; AID 492972; 340,000 compounds, 0.28% hits; Q15102;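 active means inhibition above the screen-wide average of all tested compounds plus 3 SD, cut at about 25% in these data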;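 further: 0% = enzyme with DMSO only and 100% = wells lacking PAFAH1B3 protein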
PAD4 inh: blocks human protein arginine deiminase 4. 330,000 compounds, 0.41% hits. AID 485272. recombinant PAD4, RCA probe fluorescence polarization. Q9UM07. inhibition, % at 6.36 µM;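 active means percent inhibition above a cutoff equal to the mean of all tested compounds plus 3 SD, cut at about 15% in these data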;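 further: 0% = PAD4 with RCA probe and DMSO and 100% = probe without PAD4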
Target sequence (Q9UM07 whole entry, looked up): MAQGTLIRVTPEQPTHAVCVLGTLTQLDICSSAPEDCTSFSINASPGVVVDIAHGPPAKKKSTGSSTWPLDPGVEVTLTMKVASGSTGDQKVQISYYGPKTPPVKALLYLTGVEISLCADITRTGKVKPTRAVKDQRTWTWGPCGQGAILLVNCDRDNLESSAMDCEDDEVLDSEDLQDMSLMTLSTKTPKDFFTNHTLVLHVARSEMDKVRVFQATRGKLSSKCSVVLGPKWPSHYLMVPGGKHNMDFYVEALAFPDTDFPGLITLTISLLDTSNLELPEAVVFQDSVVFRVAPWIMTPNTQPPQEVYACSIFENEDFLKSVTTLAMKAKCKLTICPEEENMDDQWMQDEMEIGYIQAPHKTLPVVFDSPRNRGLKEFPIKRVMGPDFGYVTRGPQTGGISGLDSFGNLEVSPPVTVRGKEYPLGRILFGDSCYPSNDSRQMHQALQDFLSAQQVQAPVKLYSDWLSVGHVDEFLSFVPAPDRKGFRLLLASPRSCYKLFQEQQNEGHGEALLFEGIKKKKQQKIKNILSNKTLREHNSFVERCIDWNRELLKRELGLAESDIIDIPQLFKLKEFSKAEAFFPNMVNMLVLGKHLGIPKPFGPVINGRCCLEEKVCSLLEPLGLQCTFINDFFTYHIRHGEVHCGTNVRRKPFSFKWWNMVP
LYPLA2 inh: counter-screen for PME1 inhibitors: inhibitors of human LYPLA2 | O95372 | recombinant LYPLA2, FP-Rh probe fluorescence polarization | inhibition, % at 5.9 µM | 320,000 compounds, 0.38% hits;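 active means inhibition above the screen-wide mean plus 3 SD, limit set per campaign, cut at about 26% in these data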;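 further: 0% = LYPLA2 with DMSO and 100% = wells lacking LYPLA2 enzyme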
LYPLA1 inh: blocks human lysophospholipase 1, a PME1 counter-screen; O75608; recombinant LYPLA1, FP-Rh probe fluorescence polarization; 320,000 compounds, 0.16% hits; inhibition, % at 5.9 µM;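 active means inhibition above the mean of all tested compounds plus 3 SD, set per campaign, cut at about 14% in these data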;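 further: inhibitors block serine hydrolase probe labeling of LYPLA1 so polarization falls; 0% = enzyme with DMSO and 100% = wells lacking LYPLA1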
Target sequence (O75608 whole entry, looked up): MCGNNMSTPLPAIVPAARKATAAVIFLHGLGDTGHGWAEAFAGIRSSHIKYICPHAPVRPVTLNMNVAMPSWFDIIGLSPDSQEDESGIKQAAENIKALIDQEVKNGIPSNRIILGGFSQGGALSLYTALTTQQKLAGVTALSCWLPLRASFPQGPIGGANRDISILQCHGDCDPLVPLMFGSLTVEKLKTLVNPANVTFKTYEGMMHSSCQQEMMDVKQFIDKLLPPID
* = called active by the depositor; x = no result given; & = joins results of further samples. Some of the compounds tested (hit frequency here may not be typical).

mol | PAD4 inh | PAFAH1B3 FP inh | PAFAH2 inh | GSTO1 inh | LYPLA2 inh | ZTA DNA inh | LYPLA1 inh | EBNA-1 inhibitor | PREPL inh
O=C(CSc1nc2ccccc2[nH]1)Nc1cccc(S(=O)(=O)N2CCOCC2)c1 | -3 | 0 | -6 | 1 | 1 | 12 | -2 | 8 | 9
O=C(O)CSc1nnc(COc2cccc3cccnc23)n1-c1ccc(Cl)cc1 | -2 | 5 | 7 | 0 | -4 | 7 | 1 | -3 | 17
CCN(CC)CCN1C(=O)C(=O)/C(=C(/O)c2c(C)[nH]c(C(=O)OC)c2C)C1c1ccccc1OC (stereo not drawn) | -6 | 7 | 9 | 0 | -8 | -5 | 0 | 1 | 16
Cc1cccc(NC(=O)C(=O)NCC2CCCN2S(=O)(=O)c2cccs2)c1C (stereo not drawn) | 2 | 9 | 5 | 4 | -7 | 4 | -3 | -4 | 12
Cc1cccc(C(=O)OCC(=O)N2CCCCCC2)c1C | 4 | 12 | 9 | x | x | x | x | x | 16
CCn1nnnc1SCC(=O)NCc1ccc2c(c1)OCO2 | -2 | -5 | -5 | -3 | 3 | 1 | 9 | -14 | 3
CC(=O)COc1ccc2c(-c3cccc([N+](=O)[O-])c3)cc(=O)oc2c1 | -3 | 11 | -4 | 6 | -1 | 10 | 1 | 2 | 1
CC(C)(C)NC(=S)NCC1CC1 | 0 | -3 | 1 | 2 | 4 | -16 | 2 | -2 | -3
Cc1cccc(C(=O)NNC(=O)c2ccc(-c3ccccc3)cc2)c1 | -7 | 1 | 3 | -6 | -4 | 2 | -4 | 3 | -2
CCOC(=O)C1=C(C)NC2=C(C(=O)CCC2)C1c1cc(OC)ccc1OC (stereo not drawn) | 0 | 19 | -6 | 1 | -2 | 6 | -1 | -3 | 12
C[C@]12C=CC(=O)C=C1CC[C@@H]1[C@@H]2C(=O)C[C@@]2(C)[C@H]1CC[C@]2(O)C(=O)CO | -2&0 | 2&7 | 2&3 | 0 | 2&0 | 1&14 | 0&1 | 9 | 4&0
Cc1onc(-c2c(F)cccc2Cl)c1C(=O)NC(C)c1ccccc1 (stereo not drawn) | 3 | 5 | -3 | -4 | -5 | -6 | 3 | 8 | 12
N#Cc1c(NC(=O)CSc2ncccn2)oc(-c2ccccc2)c1-c1ccccc1 | -5 | 6 | 1 | -12 | -3 | -6 | -9 | -15 | -2
O=c1cc(-c2ccccc2)c2cc(Cl)ccc2[nH]1 | 0 | 5 | -6 | 6 | 3 | -13 | 3 | 5 | 9
COc1ccc(CNC(=O)c2c([S-])n(-c3ccc(C)cc3)c3cccc[n+]23)cc1 | -6 | -10 | -25 | -2 | 6 | 8 | -1 | 3 | 7
CCC(C(=O)NCc1ccc(C)o1)n1nc(C)c2c(C)n(-c3ccccc3)nc2c1=O (stereo not drawn) | -2 | -2 | -1 | 6 | 5 | 4 | 0 | -7 | 4
Cc1c(NC(=O)c2ccc(NS(=O)(=O)c3ccc(F)c(F)c3)cc2)c(=O)n(-c2ccccc2)n1C | 1 | 12 | 9 | x | x | x | x | x | 1
COc1cc(-c2nnc(SCC(=O)OC3CCCCC3)o2)cc(OC)c1OC | -8 | 3 | 0 | 4 | 5 | -9 | -3 | -9 | 8
CN1CCCN(S(=O)(=O)c2ccc(O)c(C(=O)O)c2)CC1 | 2 | 4 | -4 | 3 | 6 | -10 | 3 | 1 | 2
COc1cc2c(cc1Cl)/C(=C\CCN(C)C)c1ccccc1S2 | -1 | 4 | 13 | -1 | 11 | 0 | 6 | -11 | -27
NS(=O)(=O)c1ccc2nc(NC(=O)Nc3ccc(F)cc3)sc2c1 | -36 | -24 | -43 | -55 | -50 | -6 | -41 | 8 | 3
CCOc1ccc2oc(C(=O)NCc3ccccc3CN3CCCC3)c(C)c2c1 | 8 | 16 | 3 | x | 0 | 7 | -2 | x | 30
CCC1(CC)Nc2ccccc2C(=O)N1c1ccc(OC)cc1 | -3 | -4 | 1 | 4 | 2 | 5 | 6 | -7 | 13
COc1ccc(N(CC(=O)N2CCN(Cc3ccccc3)CC2)S(C)(=O)=O)cc1 | -6 | 2 | -2 | -4 | 6 | -13 | 1 | -22 | 8
COc1ccc2cc(C(=O)OC(C)C)sc(=O)c2c1OC | -1 | 5 | 7 | -7 | 17 | -7 | 0 | 3 | 2
CCCc1[nH]n(-c2nc3ccccc3s2)c(=O)c1C=NCC(C)C | -4 | -1 | 0 | -16 | -6 | 22 | -6 | -4 | -3
c1ccc(NC(c2ccccc2)c2ccncc2)cc1 (stereo not drawn) | 1 | -4 | 5 | -8 | 2 | -7 | -2 | -4 | 0
CCn1c(O)c(C2=NCCCC2)c2ccccc21 | 0 | -4 | 6 | -9 | 4 | 9 | 2 | 3 | 13
Cc1ccc(C(C(=O)NC2CCCC2)N2CCc3ccccc32)cc1 (stereo not drawn) | 0 | 8 | 4 | -1 | 8 | 7 | 5 | 12 | 4
Cc1cc2c3nonc3ccc2n1C | -7 | 3 | 6 | 4 | -2 | -2 | -1 | -14 | 16
Cc1ccc(OCCNC(=O)CNC(=O)c2ccccc2Cl)cc1 | -3 | 0 | 5 | x | 0 | -3 | 1 | x | -10
N/C(=N\OC(=O)COc1ccc(Br)cc1)c1cccnc1 | -2 | 8 | -3 | 8 | 3 | -1 | -2 | -10 | 9
CCC1CCCCN1CCCCOc1cccc(Cl)c1 (stereo not drawn) | 0 | -1 | 1 | -3 | -3 | -4 | 0 | 2 | 19
CCc1nnc(NC(=O)C2CCCCN2S(=O)(=O)c2ccccc2)s1 (stereo not drawn) | 1 | 15 | 3 | 12 | 3 | -8 | 1 | 4 | 5
Cc1ccccc1-n1c([C@@H]2C[C@H]2c2ccccc2)n[nH]c1=S | 2 | 2 | 3 | 7 | -6 | 22 | -1 | 8 | 2
O=C(NC(=O)N1CCN(c2ccccc2)CC1)c1ccc(Cl)cc1 | 3 | 1 | 7 | -1 | 0 | -14 | -2 | 7 | 1
O=C(NCCN1C(=O)C2C3C=CC(C3)C2C1=O)Nc1ccccc1O (stereo not drawn) | 1 | 10 | 7 | 0 | 3 | -6 | 5 | -8 | -1
CC(=O)Nc1ccc(-c2csc(NC(=O)Cc3ccccc3F)n2)cc1 | -4 | 5 | -5 | -3 | -6 | 6 | -4 | 1 | 10
COc1ccc(/C=N/Nc2nc(N3CCCC3)nc(N3CCCC3)n2)cc1O | 0 | 2 | -1 | -2 | -2 | 0 | -2 | -2 | 16
Cc1nnc(SCc2ccc(F)cc2)n1NC/C=C/c1ccccc1 | -5 | 2 | 4 | 8 | 13 | -12 | 7 | -10 | -20
CC(=O)c1ccc(NC(=O)CSc2nc(N3CCOCC3)nc(N3CCOCC3)n2)cc1 | -4 | 8 | 0 | -7 | 4 | -12 | -2 | -9 | 12
C=CCNC(=S)NNC(=O)c1csc(CC)c1 | -1 | 5 | 8 | -1 | -5 | 8 | 2 | 0 | 5
CCn1c(SCC(=O)Nc2ccc3c(c2)OCCO3)nnc1C1CC1 | -2 | 2 | 2 | 2 | -2 | -2 | -2 | 1 | -2
COc1ccc(C(=O)Nc2cccc(-c3cc4ccccc4oc3=O)c2)cc1[N+](=O)[O-] | -13 | -20 | -6 | -3 | -23 | -1 | -12 | 1 | -14
O=C(COC(=O)/C=C/c1ccccc1)NC1CCCC1 | -4 | 7 | 84* | x | x | x | x | x | 15
O=[N+]([O-])c1cc(Br)c(Nc2ccccc2)c([N+](=O)[O-])c1 | 18* | 36* | 21 | 13 | 13 | 11 | 8 | 8 | 14
C=CCn1cc(CN2CCC(C(=O)Nc3ccc(Oc4cccnc4)cc3)CC2)c(C)n1 | 5 | 3 | -1 | 4 | 0 | -4 | 2 | -1 | 12
O=C(NC1CC1)c1ccc(Cl)c(S(=O)(=O)N2CCOCC2)c1 | -6 | 12 | -5 | 2 | 2 | 14 | -2 | -2 | -1
CN1Cc2sc(NC(=S)NC(=O)c3ccccc3)c(C#N)c2CC1(C)C | -6 | x | x | 4 | 11 | 6 | -2 | -9 | 58*
CCOCCCn1c(SCC(=O)Nc2ccc(C(N)=O)cc2)nc2ccccc2c1=O | -1 | 4 | 0 | -1 | 0 | -2 | -2 | -3 | -6

Next records
mol | PAD4 inh | PAFAH1B3 FP inh | PAFAH2 inh | GSTO1 inh | LYPLA2 inh | ZTA DNA inh | LYPLA1 inh | EBNA-1 inhibitor | PREPL inh
C=CCc1ccc(OCCCNCc2ccccc2)c(OC)c1 | -3 | 7 | -3 | 5 | 3 | -10 | 0 | -4 | 4
CCOC(=O)C1CCN(CC(C)(C)NS(=O)(=O)c2ccccc2)CC1 | 1 | 6 | -3 | 1 | 1 | 6 | 0 | 13 | -3
CCCOC(=O)c1ccc(NC(=O)Cc2cccs2)cc1 | 0 | 5 | 5 | -4 | -3 | 4 | -3 | 3 | -8
Cc1ccc(CNC(=O)C2=NNC(=O)CC2)cc1 | -4 | 8 | 5 | -2 | 2 | -8 | 3 | -13 | 3
CCOC(=O)C1CCCCN1S(=O)(=O)c1cc2c(cc1C)NC(=O)CO2 (stereo not drawn) | -2 | 9 | 6 | 0 | 0 | -13 | 1 | -16 | 10
O=C(CN(c1ccccc1)S(=O)(=O)c1ccccc1[N+](=O)[O-])N1CCCC1 | 0 | -1 | 2 | 2 | -6 | -7 | -2 | -4 | -1
COc1ccccc1CN1C(=O)[C@H]2Cc3c([nH]c4ccccc34)C(C)(C)N2C1=O | -1 | 7 | -6 | 3 | -2 | 3 | -2 | 4 | -5
O=C(O)/C=C/C(=O)N1Cc2cc3ccccc3nc2C1 | -7 | 6 | -1 | -1 | 1 | 3 | 1 | 6 | 10
O=C1C2C(c3ccccc3)CC=CC2[C@H](c2cccc([N+](=O)[O-])c2)N1Cc1ccccc1 (stereo partly drawn) | -2 | -6 | 3 | 8 | -5 | 9 | -5 | 13 | 6
Nc1nnnn1/N=C/c1ccc(Cl)cc1 | 2 | -5 | -4 | 0 | -3 | 11 | -4 | 1 | -12
O=C(Nc1ccc2oc(-c3ccccc3)nc2c1)C1CCCO1 (stereo not drawn) | -2 | -2 | 1 | 0 | 0 | 4 | -3 | 6 | 9
Cc1ccc(NC(=O)N2CCCCC2)cc1NC(=O)N1CCCCC1 | 0 | 6 | 7 | 7 | -1 | 12 | -1 | 4 | -2
O=C(CNS(=O)(=O)c1cccs1)NCCc1ccc(Cl)cc1 | 2 | 4 | -3 | -14 | 9 | -8 | 1 | 2 | -9
COc1ccc(C2N(Cc3ccccc3)CCN2Cc2ccccc2)cc1[N+](=O)[O-] | 2 | 9 | -1 | -3 | 0 | -14 | -2 | 6 | 4
Cn1nc(C(=O)OCC(=O)Nc2sccc2C(N)=O)c2ccccc2c1=O | 0 | 7 | -3 | -2 | -6 | 3 | -3 | 5 | 0
CCN(CC)c1ccc(/C=C/c2ccc3ccc(OC)cc3[n+]2CC)cc1 | -78 | -3 | -30 | -63 | -42 | 50* | -22 | 11 | 30
O=C(NNC(=O)c1ccccc1[N+](=O)[O-])c1ccccn1 | 2 | 21 | 5 | 9 | 4 | -7 | 6 | -1 | -1
Brc1ccc(-c2cn3nc4c(nc3n2)CCCC4)cc1 | -11 | 9 | 7 | 7 | 0 | 10 | -1 | 8 | 2

Bioassay records from PubChem BioAssay.
